# TSHR antag – human thyrotropin receptor antagonism; hit rate 0.2% among 330,000; activity change, negative = inhibition, % at 11.5 µM; TSHR-expressing cells, TSH-stimulated cAMP HTRF, 2 h; hits give low values;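 active means activity change below a set negative limit, meaning inhibition stronger than a set level, cut at about -70% in these data; inconclusive means activity change between two set negative limits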; further: on the % scale 0 is the no-effect control and ±100 the full control effect
#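 Competitive HTRF cAMP read-out (cryptate anti-cAMP antibody, cAMP-d2; 30 min, room temperature) in freshly harvested TSHR cells. Compounds added before TSH at EC80 (4nM final), followed by 2 hours' incubation at 37 deg C.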
# S-ASM inh – blocks human secretory acid sphingomyelinase; P17405; placental ASM, HMU-PC fluorogenic substrate, 60 min; Potency, µM (titrated, usually from 57.5 µM), for the others: at the top dose activity change, negative = inhibition, most hits filed as inhibitors; hit rate 0.006% among 340,000; further: potency means the concentration at half of the fitted maximal effect
#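 Fluorogenic HMU-PC substrate (9 uM final) is turned over by placental ASM in 60 min at 37 C after a 10 min compound preincubation. Reaction ended by alkaline stop (pH 10), with fluorescence read at 386/447 nm.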
# TCR activator – activators of T cell receptors. primary human leukocytes, anti-CD3, IL-2 HTRF, 48 h. Potency, µM (top dose mostly 9.22 µM), without a hit: at the top dose activation of IL-2 secretion, most hits filed as activators. 330,000 tested, under 10 active; further: % of control where 0% means no effect
#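 1) Mix primary human leukocytes, a-CD3 beads and compound. 2) Incubate 48 hr. 3) Add HTRF IL-2 reagents (a-IL-2-K, a-IL-2-d2).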
# Menin MLL FP TR – displaces Texas Red mutant MLL peptide from human menin | Menin + Texas Red MLL mutant peptide, fluorescence polarization | hit rate 0.23% among 270,000 | Potency, µM (series often up to 61.6 µM), for inactives: at the top dose FP activity change, negative = inhibition, usual class: inhibitors; active means well fitted inhibition curve with a large enough effect in the polarisation, with a control signal flat, not every such curve was filed as active; inconclusive means small, poorly fitted or top-dose-only effect, or effect the other way, or a change in a side signal; inactive means no such curve, though single readings can be large or run the other way; the % refers to the polarisation; further: potency means the concentration at half of the fitted maximal effect; % of control where 0% means no effect; many of its hits are not listed in these tables
# Mito fusion yeast – mitochondrial division inhibition or fusion activation; S. cerevisiae fusion-defective mutant growth rescue, CellTiterGlo 48 h; Potency, µM (doses to about 46.1 µM), without a hit: at the highest dose growth rescue (activation), usual class: activators; hit rate 0.23% among 320,000;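 further: potency means the concentration at half of the fitted maximal effect; % of control where 0% means no effect; nearly all actives have a fitted effect of over 45% in size; temperature-sensitive fusion mutants such as fzo1-1 at 37 °C on non-fermentable ethanol glycerol medium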
#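 Compounds are tested for their ability to restore growth of mitochondrial fusion-defective yeast strains at non-permissive 37C in YPEG medium over 48 hours. Viability is quantified by luciferase luminescence.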
# PTAP TSG101 blk – blocks PTAP/TSG101 interaction to inhibit HIV-1 budding; Fluorescence polarization, FITC-PTAP peptide / Tsg101 binding; Potency, µM (doses to about 115 µM), without a hit: at the highest dose activity change, negative = inhibition, hits mostly inhibitors; 340,000 tested, under 10 active; AID 493005; active means well fitted inhibition curve with a large enough effect in the main read-out, with a control signal flat, not every such curve was filed as active; inconclusive means small, poorly fitted or top-dose-only effect, or effect the other way, or a change in a side signal; inactive means no such curve, though single readings can be large or run the other way; further: potency means the concentration at half of the fitted maximal effect; % of control where 0% means no effect
#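 Steps: Tsg101 binding domain dispensed (10 uM final), compounds pinned in DMSO, FITC-labeled PTAP-motif peptide added (50 nM final); after 20 min binding at room temperature, polarization measured.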
# AT treatment – candidate therapy for ataxia-telangiectasia; […] A-T fibroblasts, KAP-1 phosphorylation AlphaLISA; neocarzinostatin DNA damage 30 min before lysis; Potency, µM (doses to about 57.5 µM), for the others: at the highest dose activation, most hits filed as activators; hit rate 0.19% among 320,000; further: potency means the concentration at half of the fitted maximal effect; % of control where 0% means no effect; nearly all actives have a fitted effect of over 45% in size
#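 hTERT-immortalized A-T patient fibroblasts ([…]), 500 cells/well in OPTI-MEM, 1% FBS, got compounds for 60 min, then NCS for 30 min at 37C. Lysates were then assayed for phospho-KAP-1 by AlphaLISA (anti-pKAP1 donor, anti-KAP1 acceptor beads), 6 hr at 25C.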
# MBNL1-CUG inh – blocks human MBNL1 binding to CUG repeat RNA. TR-FRET MBNL1-His/biotin-(CUG)12 binding, 665/545 ratio. Potency, µM (top dose mostly 57.5 µM), inactives show at the top dose activity change, negative = inhibition, most hits filed as inhibitors. hit rate 0.036% among 280,000; active means well fitted inhibition curve with a large enough effect in the signal ratio, with a control signal flat, not every such curve was filed as active; inconclusive means small, poorly fitted or top-dose-only effect, or effect the other way, or a change in a side signal; inactive means no such curve, though single readings can be large or run the other way; the % refers to the signal ratio; further: potency means the concentration at half of the fitted maximal effect; on the % scale 0 is the no-effect control and ±100 the full control effect
#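 MBNL1-His + Biotin-(CUG)12, cpd titration 92 nM–58 uM; Tb anti-His Ab 0.055 ng/ul, SA-XL665 5 nM (final); 60 min RT; ratiometric 665/545 nm, Ex 340 nm; normalized to buffer and full-complex controls.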
# CXXC DNA block – blocks binding of human MLL CXXC domain to DNA; Potency, µM (series often up to 115 µM), for the others: at the highest dose activity change, negative = inhibition, hits mostly inhibitors; Q03164; MLL-CXXC / FITC-HOXA9 DNA fluorescence polarization; hit rate 0.037% among 290,000; active means well fitted inhibition curve with a large enough effect in the polarisation, with a control signal flat, not every such curve was filed as active; inconclusive means small, poorly fitted or top-dose-only effect, or effect the other way, or a change in a side signal; inactive means no such curve, though single readings can be large or run the other way; the % refers to the polarisation; further: potency means the concentration at half of the fitted maximal effect
#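 Fluorescence polarization: 7 uM MLL-CXXC (stock) preincubated 5 min with compounds, then 50 nM fluorescein-HOX-A9 DNA (stock) added; 30 min ambient. Buffer 50 mM Tris-HCl pH 7.5, 50 mM NaCl, 1 mM DTT, 0.05% BSA.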
# a7 integrin act – activates integrin-mediated alleviation for muscular dystrophy. Potency, µM (top dose mostly 38.3 µM), inactives show top-dose activation, actives largely listed as activators. hit rate 0.064% among 350,000. AID 624291. alpha7betagal myoblasts, beta-gal FDG fluorescence, 48 h;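 further: potency means the concentration at half of the fitted maximal effect; 100% = response of the positive control SU9516; nearly all actives have a fitted effect of over 60% in size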
#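 Alpha7betagal+/- myoblasts (passage 13) were plated 16-24 hr, then exposed to compounds (1:260 dilution of DMSO stock) for 48 hours at 37C. After MPER lysis, β-galactosidase reporter activity was read as FDG fluorescence (ex 480/em 540) after 30 minutes.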
# Starred values were filed as active, the others as inactive; ? = inconclusive; . = not tested or not shown; [ ] = dose if it differs, or a comment. Unless noted, the call rests on the fitted dose curve; in most records, active means well fitted curve in the direction sought with a large enough effect; inconclusive means small, poorly fitted or top-dose-only effect, or another doubt; inactive means no such curve, though single readings can be large; an effect the other way counts as inactive or inconclusive.
SMILES,TSHR antag,S-ASM inh,TCR activator,Menin MLL FP TR,Mito fusion yeast,PTAP TSG101 blk,AT treatment,MBNL1-CUG inh,CXXC DNA block,a7 integrin act
Cc1ccc2[nH]c(=O)c(CN(Cc3ccco3)C(=O)CN3CCCC(C)C3)cc2c1 (stereo not drawn),-1,-2%,4%,-26%,-1%,2%,-4%,-13%,0%,-8%
O=C(O)C1CCCCC1C(=O)N1CC=C(c2ccccc2)CC1 (stereo not drawn),8,4%,-3%[46.1 µM],8%,-2%,-1%,-1%,23%,7%,-40%
CC(C)Nc1ccc(C(CC(N)=O)NC(=O)c2ccc(Br)cc2)cc1[N+](=O)[O-] (stereo not drawn),-7,-1%,2%,.,-3%,1%,-9%,11%,-15%,-15%
O=C(Nc1ccc(S(=O)(=O)N2CCOCC2)cc1)c1ccc(Cl)cc1Cl,-4,-12%,2%,?,6%,2%,5%,2%,-4%,10%
COc1cc(CCC(=O)OCC(=O)Nc2ncc(Cl)cc2Cl)cc(OC)c1OC,-2,0%,1%,-20%,-1%,-2%,-3%,4%,4%,-4%
O=C(CCCn1c(SCC(=O)Nc2ccccc2C(F)(F)F)nc2ccccc2c1=O)NCC1CCCO1 (stereo not drawn),9,-1%,1%,-19%,4%,-2%,-1%,-4%,55%[activator],-21%
O=C(O)CNC(=S)N(Cc1ccccc1Cl)C1CCCCC1,-5,2%,8%,-10%,-5%,0%,0%,-4%,-1%,-12%
Cn1cc(C(=O)Nc2ccccn2)c(=O)c2ccccc21,-8,0%,6%,-23%,5%,-4%,4%,-3%,15%,?
Cc1ccc(Nc2nc(C)cs2)cc1,-19,0%,-1%,1%,-11%,-1%,9%,-5%,22%,-2%
CC(=O)c1cccc(NC(=O)Nc2c(C)nn(C)c2C)c1,8,1%,.,-17%,-2%,-7%,0%,-4%,-4%,-8%
COC(=O)[C@@]12CCCN1[C@H](c1ccc(-c3ccc(OC)cc3)c(OC)c1)[C@@H]1C(=O)N(C)C(=O)[C@@H]12,-9,-3%,-6%,.,-4%,-1%,-11%,.,.,14%
Cc1cccc(-c2n[nH]c(=S)n2/N=C/c2ccco2)c1,0,-1%,8%,.,-2%,-1%,-5%,1%,-2%,-33%
CC(=O)N1CCN(c2ccc(S(=O)(=O)NCCN(C(C)C)C(C)C)cc2[N+](=O)[O-])CC1,-2,-4%,2%[46.1 µM],0%,-3%,1%,-4%,.,-7%,-19%
Cc1noc(C)c1-c1nc(CSc2ccccc2)no1,-3,-2%,-5%,.,1%,-2%,2%,9%,16%,-12%
Cc1c(CCOC(=O)c2cc([N+](=O)[O-])cc([N+](=O)[O-])c2)sc[n+]1CCCCS(=O)(=O)[O-],6,4%,-5%,2%,-3%,-3%,1%,?,9%,6%
COc1ccc(CCNC(=O)CN2CCN(S(=O)(=O)c3ccc(Cl)cc3)CC2)cc1OC,7,3%,2%,-5%,0%,-10%,-4%,-3%,7%,12%
CN(C)C=NCCn1c(N2CCOCC2)nc2c1c(=O)n(C)c(=O)n2C,6,8%,-1%,11%,1%,-3%,-7%,-1%,3%,-12%
O=C(O)CCC(=O)Nc1ccc(N2CCCCCC2)cc1,-3,3%,6%,-25%,6%,-1%,-11%,-6%,-5%,2%
Cc1ccccc1COn1nnc2ccc(S(=O)(=O)N3CCOCC3)cc21,-5,-3%,1%,.,5%,0%,6%,.,.,15%
COc1ccc(S(=O)(=O)NC(C)C)cc1C(=O)N1CCOCC1,13,-2%,6%,1%,-4%,1%,1%,5%,-4%,9%
COC(=O)/C(=N\Nc1ccc(Cl)cc1)Sc1nnc(-c2ccc(OC)cc2)n1C,17,-9%,8%[46.1 µM],6%,23%,1%,-3%,-1%,3%,-24%
CCCn1c(=O)c2ccccc2n2c(SCC(=O)Nc3cc(C)on3)nnc12,-4,-2%,-6%,2%,0%,-2%,-3%,0%,6%,6%
CCC1CCCCN1C(=O)COC(=O)c1cccs1 (stereo not drawn),.,8%,4%,.,.,-1%,7%,.,.,19%
O=c1ccc(=O)n(-c2ccccc2)[nH]1,7,2%,12%,.,-8%,-7%,12%,-5%,-2%,9%
O=C(O)c1cccc(N/N=C/c2sc(N3CCOCC3)nc2-c2ccccc2)c1,-4,39%[activator],-3%,-11%,2%,-1%,-9%,.,-6%,-7%
COC(=O)c1sccc1NC(=O)CC1C(=O)NCCN1C(=O)Nc1cc(Cl)ccc1OC (stereo not drawn),8,0%,2%,.,2%,0%,37%,1%,-10%,-12%
CCOCCN(C(=O)COC)c1cccc(OC)c1,8,0%,-3%,-3%,-2%,-2%,3%,-6%,-1%,17%
Fc1ccc(NCc2nnc(SCc3ccccc3)o2)cc1,-5,1%,3%,2%,23%,2%,4%,-10%,-7%,-20%
COc1ccc(/C(C)=N/NC(=O)c2nnn(-c3nonc3N)c2-c2cccs2)cc1OC,-7,190%[activator],-1%,.,1%,-5%,12%,-15%,0%,0%
O=C(CSCCO)Nc1cccc(C(F)(F)F)c1,-1,0%,.,9%,-5%,.,1%,2%,-9%,-7%
COc1cccc(Oc2cc(NN3CCCCC3)c([N+](=O)[O-])cc2[N+](=O)[O-])c1OC,-5,-8%,6%,?,-7%,-1%,-14%,12%,-8%,2%
FC(F)(F)c1cc(-c2ccco2)nc(NCc2ccco2)n1,-5,-4%,3%[46.1 µM],8%,2%,-7%,1%,8%,-3%,-24%
Cc1nn(C(C)(C)C)c(NC(=O)c2ccc(Cl)cc2Cl)c1Br,0,-2%,0%,.,2%,-3%,-4%,-4%,-11%,24%
c1ncn(C23CC4CC(CC(C4)C2)C3)n1,8,2%,.,4%,-6%,0%,1%,-11%,10%,12%
O=C(Cn1cc(C(F)(F)F)ccc1=O)Nc1cc(S(=O)(=O)N2CCOCC2)ccc1Cl,4,3%,10%[46.1 µM],9%,-2%,-2%,4%,-3%,0%,-21%
Cc1cnc(C(=O)Nc2ccc(C)c(S(=O)(=O)N(C)C)c2)cn1,20,5%,-9%[46.1 µM],1%,0%,2%,2%,-3%,7%,17%
Cc1cc[n+](C2=C([O-])c3ccccc3C(=O)/C2=N\S(=O)(=O)c2cccs2)cc1C,21,0%,2%[46.1 µM],-13%,-6%,-3%,1%,?,4%,6%
CCN(CC)c1nc(-c2ccc(Cl)cc2)cc(C(F)(F)F)c1C#N,1,28%,-7%,10%,0%,0%,2%,5%,-6%,11%
O=C(NCc1cc(C(F)(F)F)ccc1F)C1CCC(=O)N(C2CC2)C1 (stereo not drawn),15,3%,-1%,13%,-1%,-13%,0%,-1%,-3%,4%
COc1ccc(CC(=O)Nc2cccc(SC)c2)cc1OC,-23,-4%,5%,-3%,9%,-2%,4%,1%,-1%,-21%
O=C(CSc1nc(-c2ccco2)cc(C(F)(F)F)n1)Nc1ccc2c(c1)OCO2,-3,-3%,-5%[46.1 µM],18%,-1%,-7%,5%,2%,-2%,-47%[inhibitor]
Cc1ccc(CNC(=O)c2cncc(Br)c2)cc1,-10,-1%,-24%,5%,-34%[inhibitor],-2%,7%,-2%,2%,11%
Cc1ccc(NCc2nnc(SCC(=O)OC3CCCCC3)o2)c(C)c1,-4,-7%,-1%,-27%,-1%,-15%,-8%,-1%,1%,-2%
COc1ccc(C(C#N)N2CCCCC2)cc1OC (stereo not drawn),4,2%,.,0%,-4%,0%,8%,-6%,6%,0%
O=C(O)/C=C\C(=O)Nc1ccccc1C(=O)N1CCC(O)(c2ccc(Cl)cc2)CC1,.,4%,-4%,.,.,-4%,.,.,.,5%
Cc1cc(OC2CCCCC2)nc(NCc2ccccc2)n1,3,-2%,7%,.,16%,-1%,2%,1%,-6%,-2%
Cc1cccc(N2CC(C(=O)Nc3ccc(S(=O)(=O)NCC4CCCO4)cc3)CC2=O)c1C (stereo not drawn),-2,-1%,-5%,-3%,6%,-2%,-1%,1%,1%,-48%[inhibitor]
C=CC[C@H](CC(=O)NCCO)C(=O)NC[C@@H](OC(=O)[C@H](CC=C)CC(=O)OC(C)(C)C)c1ccccc1,-12,7%,0%,.,.,-8%,-5%,.,.,10%
Cc1ccc(S(=O)(=O)N2CCCC(C(=O)NC3CC3)C2)cc1 (stereo not drawn),1,4%,-7%,4%,0%,-7%,1%,-2%,12%,33%
O=C(COC(=O)c1ccc(-c2nnc(-c3ccccc3)o2)cc1)c1ccccc1,-9,2%,3%[46.1 µM],-7%,-4%,-1%,0%,?,4%,-10%
CC(C)CN(C(=O)CSc1nc2ccccc2c(=O)[nH]1)c1c(N)n(CC(C)C)c(=O)[nH]c1=O,-10,6%,-1%,.,.,2%,-5%,.,.,?
CCCCc1nc2sc3c(=O)n(N)cnc3c2c2c1CCC2,-1,-2%,-7%,3%,0%,0%,-6%,3%,-6%,-2%

# Compound activity (PubChem)

# A portion of the library; rates above refer to the full screens.
